# Smad3 inh = inhibitors of human Smad3 transcription factor binding; P84022; TR-FRET Smad3/Dy647-FoxH1 peptide binding, europium anti-His; inhibition, % at 25 µM; actives 0.29% (n = 88,000); AID 630;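 active means compounds that reduce the energy-transfer binding signal between the protein and its labelled peptide by more than half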;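 further: 0% = Smad3 plus labelled peptide maximal FRET and 100% = peptide-only background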
# Target sequence (P84022 whole entry, looked up): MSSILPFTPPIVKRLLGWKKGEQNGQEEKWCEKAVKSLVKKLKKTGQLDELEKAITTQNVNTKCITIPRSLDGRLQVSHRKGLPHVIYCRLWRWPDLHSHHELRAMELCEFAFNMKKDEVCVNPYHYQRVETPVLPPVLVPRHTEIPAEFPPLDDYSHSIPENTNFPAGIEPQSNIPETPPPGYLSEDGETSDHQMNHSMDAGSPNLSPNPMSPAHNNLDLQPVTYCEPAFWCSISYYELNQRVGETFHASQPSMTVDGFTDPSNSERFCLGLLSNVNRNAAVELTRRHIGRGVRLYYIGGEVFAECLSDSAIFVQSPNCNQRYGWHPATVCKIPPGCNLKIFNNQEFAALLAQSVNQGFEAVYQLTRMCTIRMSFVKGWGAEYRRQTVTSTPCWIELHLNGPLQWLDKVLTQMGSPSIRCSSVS
# sEH activator = activators of human soluble epoxide hydrolase; purified human sEH enzymatic activity, activator screen; activation, % at 2 µM; actives 0.04% (n = 91,000); AID 717; in the data active means activation above about 37%; further: values of inactives mirror those of a sister screen read the other way
# IL1B cytotox = HUVEC cytotoxicity counter-screen, IL-1B stimulated; cell count reduction, % at 2 µM; HUVEC cell count loss, Hoechst imaging; actives 0.41% (n = 94,000);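 active means cell count reduction more than 3 SD above the screen-wide mean, cut at about 70% in these data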;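 further: normalized per plate to untreated control cells as the no-loss baseline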
# sEH inh = inhibitors of human soluble epoxide hydrolase | P34913 | recombinant human sEH enzymatic activity assay | inhibition, % at 2 µM | actives 0.34% (n = 91,000); in the data active means inhibition above about 80%; further: values of inactives mirror those of a sister screen read the other way; many of its hits are not listed in these tables
# F-actin modifier = modifiers of cytoskeleton assembly | HUVEC TNFa F-actin phalloidin imaging, high content | inhibition, % at 2 µM | actives 0.18% (n = 91,000);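 active means inhibition above the batch mean plus 3 SD and confirmed as a hit by visual image inspection, cut at about 30% in these data, passing the limit was not always enough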; further: strong numbers were not always called active
# ERb coact inh = ER-beta (human) coactivator binding inhibition; TR-FRET ER-beta LBD / SRC1-Cy5 peptide binding; receptor agonist-loaded with 1 µM estradiol; inhibition, % at 25.6 µM; AID 633; actives 1.3% (n = 86,000); Q92731;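 active means compounds whose percent inhibition of the receptor-coactivator binding signal exceeds about 50% in the single-dose screen, limit read from the data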;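 further: 0% = receptor plus peptide wells without compound and 100% = peptide-only wells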
# Target sequence (Q92731 whole entry, looked up, the tested form may be a part): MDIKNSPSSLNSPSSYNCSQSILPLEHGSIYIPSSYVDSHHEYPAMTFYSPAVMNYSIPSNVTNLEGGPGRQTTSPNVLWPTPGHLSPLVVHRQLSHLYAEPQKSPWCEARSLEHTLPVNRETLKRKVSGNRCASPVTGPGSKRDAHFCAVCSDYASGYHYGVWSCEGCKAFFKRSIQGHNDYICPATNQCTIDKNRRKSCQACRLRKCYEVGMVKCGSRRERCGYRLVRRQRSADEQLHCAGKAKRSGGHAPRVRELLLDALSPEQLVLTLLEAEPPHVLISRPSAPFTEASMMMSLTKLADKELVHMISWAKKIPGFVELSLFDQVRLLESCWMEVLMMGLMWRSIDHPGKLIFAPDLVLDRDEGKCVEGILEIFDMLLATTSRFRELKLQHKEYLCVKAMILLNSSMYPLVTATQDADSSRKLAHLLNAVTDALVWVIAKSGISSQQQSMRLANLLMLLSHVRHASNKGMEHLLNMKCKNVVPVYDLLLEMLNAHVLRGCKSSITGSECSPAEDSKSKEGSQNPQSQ
# VCAM1 TNFa inh = reduces TNF alpha induced VCAM1 expression in HUVEC | HUVEC TNFa-induced VCAM-1 immunofluorescence, high-content imaging | inhibition, % at 2 µM | actives 0.48% (n = 95,000) | AID 802;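 active means inhibition above the batch mean plus 3 SD, with images confirmed as a hit by eye, cut at about 37% in these data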;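 further: 0% = TNF-stimulated DMSO wells and 100% = unstimulated control wells; not every result past the cut was called active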
# HUVEC tox TNFa = HUVEC cytotoxicity counter-screen, TNF alpha stimulated. HUVEC TNFalpha-stimulated, Hoechst cell count, imaging. cell count reduction, % at 2 µM. actives 0.17% (n = 93,000). AID 848;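 active means cell count reduction exceeding the screen mean by over 5 SD, scaled to untreated wells per plate, cut at about 78% in these data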;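 further: cells counted after 24 h of TNF alpha exposure following the 1 h pretreatment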
# Calb biofilm kill = kills Candida albicans biofilms | C. albicans biofilm + clotrimazole, Alamar Blue | inhibition, % at 6 µM | actives 0.14% (n = 85,000) | AID 834;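 active means inhibition above 20%; inactive means inhibition below 20%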;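 further: preformed 24 hr biofilms exposed to compound for 48 hr; 0% = biofilm without compound and 100% = blank killed by clotrimazole plus chlorhexidine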
# * marks the source's active call; other numbers are inactive results; nt = no result given; [ ] = dose if it differs, or a comment.
canonical_smiles	sEH activator	IL1B cytotox	ERb coact inh	HUVEC tox TNFa	Calb biofilm kill	F-actin modifier	sEH inh	Smad3 inh	VCAM1 TNFa inh
CCOc1ccccc1NC(=O)c1cccc(NC(=O)CC(c2ccccc2)c2ccccc2)c1	3	12	nt	-6	nt	2	-4	nt	-13
CN(CCc1ccccn1)C1CC(=O)N(c2ccc(Cl)cc2)C1=O (stereo unspecified)	-3	-28	nt	-8	nt	-20	3	nt	0
COc1ccc(-c2nc(CS(=O)CC(=O)NCc3ccc4c(c3)OCO4)c(C)o2)cc1 (stereo unspecified)	0	4	-11	-8	8	-13	-1	-9	4
O=C1CC(SC(=Nc2ccccc2)Nc2ccccc2)C(=O)N1c1cccc(Cl)c1 (stereo unspecified)	0	21	nt	nt	nt	7	2	nt	-27
COc1ccc(CCCc2nnc(SCC(=O)Nc3cccc(C)c3)o2)cc1	4	-1	2[fluorescence artefact?]	-6	2	nt	-8	-15	5
COc1cccc(NC(=O)Nc2cccs2)c1	-24	-128	-7	-12	-5	7	24	-2	1
CC(C)CC(NC(=O)C1CCC(C)CC1)C(=O)Nc1ccc2c(c1)OCCO2 (stereo unspecified)	-7	-54	0[fluorescence artefact?]	-6	2	-9	6	-6	6
CCOC(=O)N1CCC(NC(=O)c2cnn3cccnc23)CC1	-5	-20	0	nt	-1	nt	3	5	nt
COC(=O)CN(c1nc(C)c(Cl)c(OC)n1)S(=O)(=O)c1ccc(C)cc1	-5	30	3	-22	-1	48	4	-5	11
CN1CCN(C(CNS(=O)(=O)c2ccc(F)cc2)c2cccnc2)CC1 (stereo unspecified)	6	-18	-12	-8	4	12	-3	1	0
Cc1cc[n+](-c2nc([O-])sc2/C=N/Nc2ccc([N+](=O)[O-])cc2)cc1	-1	2	6	nt	6	-1	4	-8	17
O=C1NCCN1Cc1ccccc1	8	-21	6	-4	14	-4	-8	11	-13
CCn1c2ccccc2c2nc3cc(S(=O)(=O)N4CCOCC4)ccc3nc21	3	-3	-2[fluorescence artefact?]	-18	3	0	-4	-2	-8
O=C(c1ccccc1)c1cccn1CC(=O)N1CCN(c2ccc(F)cc2)CC1	19	7	-3[fluorescence artefact?]	-10	4	4	-23	1	21
NC(=O)c1cc(N2C(=O)C=CC2=O)ccc1Cl	3	0	nt	0	nt	2	-2	nt	1
Cc1ccc(C2NC(=O)c3ccccc3N2)s1 (stereo unspecified)	2	10	10	-20	4	-16	-2	3	1
O=C(Nc1ccccc1-c1ccccc1)c1cccc([N+](=O)[O-])c1	1	29	nt	-18	nt	10	-3	nt	-1
COc1cc2c(cc1OC)CN(C(C)C(=O)Nc1ccc(NC(C)=O)cc1)CC2 (stereo unspecified)	-20	0	nt	-4	nt	-2	22	nt	-20
COc1ccc(-c2ccc(CCC(=O)O)n2NC(=O)c2cccs2)cc1	-10	8	-11[fluorescence artefact?]	-20	2	-5	12	2	2
CS(=O)(=O)N(CC(O)Cn1c2ccccc2c2ccccc21)c1cccc2ccccc12 (stereo unspecified)	6	12	17	13	-3	3	-4	0	7
CN(C)CCNC(=O)Cc1c(C(=O)O)n(C)c2ccccc12	8	-2	-9[fluorescence artefact?]	-21	0	-28	-6	-1	5
O=C(CSc1nnc(COc2ccc3c(c2)CCCC3)o1)Nc1ccc(F)cc1	-8	-5	2	14	3	15	9	9	10
CCOC(=O)c1c2n(c3c(NCc4ccccc4)ncnc13)CCCC2	-3	14	-5[fluorescence artefact?]	3	-3	-15	1	1	15
COC(=O)CN(c1nc(C)cc(OC)n1)S(=O)(=O)c1ccccc1	-2	-66	10	-14	7	9	5	1	5
CCn1c(SCC(=O)Nc2ccccc2C(=O)OC)nnc1-c1ccc(N)cc1	2	19	nt	10	nt	8	-3	nt	-6
COC(=O)C1=C(C)NC(=S)N(C(C)=O)C1c1ccccc1 (stereo unspecified)	4	-11	-12	2	6	-5	-1	14	-19
CCn1c(CN2CCCCCC2=O)nnc1SCc1cnc(-c2ccccc2)s1	14	-8	3	-2	5	-5	-16	-1	-10
CN1CCc2[nH]c3ccc(C(=O)NN)cc3c2C1	13	-21	28	-29	5	-5	-14	0	3
CCOC(=O)C1=C(c2ccccc2)NC(SC)=C(C#N)C1c1ccco1 (stereo unspecified)	18	13	-4	-25	2	nt	-16	12[fluorescence artefact?]	-7
CN1CCN(c2ccccc2NS(=O)(=O)c2ccc3c(c2)CCN3C(=O)C2CCC2)CC1	0	-10	nt	-15	nt	9	2	nt	-4
O=C(Nn1cnnc1)c1cc2c(s1)CCCC2	7	-23	16	-25	4	11	-5	8	12
C=CC(O)Cc1c(C)n[nH]c1C (stereo unspecified)	6	0	nt	-19	nt	-4	-5	nt	-10
O=C(c1cccc(F)c1)N1CCN(c2cccc(C(F)(F)F)c2)CC1	-12	-41	-5	-6	3	-1	13	-1	-7
CCOC(=O)Cc1nnc(NC(=O)c2ccccc2OC)s1	0	-38	7	-24	-1	nt	2	-16	-11
O=C(Nc1ccc(N2CCOCC2)nc1)c1ccc(F)cc1	3	-6	nt	-9	nt	10	-5	nt	-9
Cc1ccc(C(=O)CC(=O)c2cc(Cl)ccc2O)cc1	5	-28	-9	-10	9	11	-5	15	-6
COc1ccc(-n2c(CSc3nc(C)cc(C)n3)nnc2SCC(=O)Nc2nccs2)cc1	-1	16	4	-46	3	0	1	-5	17
Cc1ccccc1CSc1nccn1-c1ccccc1	-6	3	nt	-3	nt	-11	11	nt	-10
CCOC(=O)N1CCN(c2c(NCCCN(CC)c3cccc(C)c3)c(=O)c2=O)CC1	8	31	-3	-22	0	-25	-8	-3	-4
Cc1noc(C)c1C(=O)Nc1ccc2c(c1)CCC2	0	-45	-16	-16	3	-12	3	13[fluorescence artefact?]	11
O=C(O)CCc1ccc(-c2cccs2)n1NC(=O)c1ccccc1Br	1	-53	36	-10	7	5	2	12[fluorescence artefact?]	-13
COc1ccccc1NC(=O)Cn1cncc1-c1ccc([N+](=O)[O-])cc1	2	18	nt	-9	nt	-8	0	nt	-3
CC(C)CN1C(=O)c2ccccc2C1(O)Cc1ccccc1 (stereo unspecified)	-4	-19	-9	-3	-3	-3	3	4	-6
COc1cccc(OCC(=O)Nc2ccccc2NC(C)=O)c1	3	-32	20	-28	5	-10	-4	0	38
COc1ccc(S(=O)(=O)N2CCN(Cc3c[nH]c4ccccc34)CC2)cc1	-5	-27	nt	-16	nt	-2	6	nt	-9
O=C1NC(=S)SC1=C1CCCCCC1	nt	-23	-8[fluorescence artefact?]	-43	10	45	nt	6	9
O=C(C1CCCN(S(=O)(=O)c2cnc[nH]2)C1)N1CC(=O)N(CCc2ccccc2)C(=O)C1 (stereo unspecified)	-8	-14	-11	-8	3	6	8	-2	6
CCN1C(=O)/C(=C/c2nc3ccccc3c(=O)n2-c2ccccc2)c2ccccc21	-9	-4	nt	-14	nt	17	12	nt	13
COc1cccc(CNn2c(-c3cccc(C)c3)nc3ccccc3c2=O)c1	12	-39	3	6	-6	-20	-14	-1	10
O=S(=O)(Cc1ccc(Cl)cc1)c1ccccc1-c1nnc(-c2ccc(Cl)cc2)o1	9	25	nt	-14	nt	-1	-9	nt	12
COc1ccc(/C=C/C(O)=C2/C(=O)N(C)C3(C)CC2c2ccccc2O3)cc1 (stereo unspecified)	13	-11	27[fluorescence artefact?]	-9	2	-5	-12	14	8
Cc1ccc(-n2nc(C)c(NS(=O)(=O)c3ccccc3)c2C)cc1C	-7	-5	-2	-16	0	-4	7	10	-7
COc1ccc(CC(=O)NC(CC(=O)O)c2ccc(OC)cc2)cc1 (stereo unspecified)	2	14	-1	51	8	-23	-3	11	9
CCC(C)(C)n1nnnc1C(c1cccnc1)N1CCCc2ccccc21 (stereo unspecified)	-4	-44	-2	2	3	-34	5	-1	5
CC1CN(C(=O)CCn2c(=O)oc3ccccc32)CC(C)O1 (stereo unspecified)	nt	28	7	16	2	-14	nt	7	-4
CCCn1c(SCC(=O)NC2CCCCC2C)n[nH]c1=O (stereo unspecified)	5	-33	-1	-5	5	6	-7	-3	6
Cn1c(=O)c2c(nc(NCc3ccc4c(c3)OCO4)n2C)n(C)c1=O	6	-36	0[fluorescence artefact?]	-11	11	0	-3	0	-9
COc1ccc(C2C(C#N)=C(N)Oc3n[nH]c(C)c32)cc1CSc1ccccn1 (stereo unspecified)	-5	-14	-19	-18	2	2	6	4	-18
O=C(C1CCN(S(=O)(=O)c2ccc(F)cc2)CC1)N1CCOCC1	nt	-8	3	-8	2	-6	nt	7	2
O=C(Nc1ccc(CN2CCOCC2)cc1)c1cc2ccccc2o1	-6	-31	-4	12	5	-10	6	-5	-8

# Going on with the list:
canonical_smiles	sEH activator	IL1B cytotox	ERb coact inh	HUVEC tox TNFa	Calb biofilm kill	F-actin modifier	sEH inh	Smad3 inh	VCAM1 TNFa inh
CN1C(=O)S/C(=C/c2cccnc2)C1=O	9	-15	nt	20	nt	-4	-7	nt	-17
Cc1cccc(C(=O)NN(C)c2nc(-c3ccccc3)nnc2C(F)(F)F)c1	-9	-11	nt	-10	nt	1	9	nt	31
CC(=O)Nc1ccc(S(=O)(=O)N2CCSCC2)cc1	9	9	-2	-25	4	17	-7	12[fluorescence artefact?]	0
COc1cc2ccccc2cc1C(=O)Nc1ccccc1N1CCN(S(C)(=O)=O)CC1	0	14	0	6	2	-3	-5	2	15
CC1(c2cc([N+](=O)[O-])cc([N+](=O)[O-])c2)CC(C)(C)N(C(=O)c2ccccc2)c2ccccc21 (stereo unspecified)	24	-17	nt	-16	nt	17	-26	nt	14
COc1ccccc1NC(=O)Cc1noc(CN(C)Cc2cccs2)n1	-3	-3	-3	-6	7	11	1	5	-9
Cc1csc(SCCn2c(Br)nc3c2c(=O)[nH]c(=O)n3C)n1	3	18	10[fluorescence artefact?]	nt	0	nt	-3	-11	nt
O=C(CN1CCCC1)Nc1c2c(nc3ccccc13)N(Cc1ccccc1)CC2	-5	-32	-19	-43	0	4	6	8	3
C=CCc1c(OC)ccc2ccc(=O)oc12	8	22	nt	7	nt	-4	-8	nt	24
Clc1ccc(COn2nnc3ccccc32)c(Cl)c1	-4	-29	-10[fluorescence artefact?]	nt	0	-16	6	16	-26
CC(=O)NC(=O)COC(=O)/C=C/c1c(C)nn(Cc2c(Cl)cccc2Cl)c1Cl	9	-61	2	-24	3	-2	-7	-8	8
Cc1cc(C)nc(N(C#N)CC(=O)c2ccccc2)n1	-9	-7	1	-4	7	-9	11	3	-2

# Only sEH inh, IL1B cytotox and Smad3 inh, for two of the compounds above:
Structure,sEH inh,IL1B cytotox,Smad3 inh
COc1cc2ccccc2cc1C(=O)Nc1ccccc1N1CCN(S(C)(=O)=O)CC1,-5,14,2
Cc1cc(C)nc(N(C#N)CC(=O)c2ccccc2)n1,11,-7,3

# Next section:
canonical_smiles	sEH activator	IL1B cytotox	ERb coact inh	HUVEC tox TNFa	Calb biofilm kill	F-actin modifier	sEH inh	Smad3 inh	VCAM1 TNFa inh
COC(=O)CC1C(=O)NCCN1C(=O)c1ccccc1 (stereo unspecified)	4	8	-1	-8	4	0	-6	5	-1
CCOc1cc(/C=N/NC(=O)c2cc(C)[nH]n2)ccc1OC(=O)c1ccc([N+](=O)[O-])cc1	10	-62	nt	12	nt	-12	-10	nt	13
CCOC(=O)C1CN(S(=O)(=O)c2ccc(C)cc2)c2cc(S(=O)(=O)CC)ccc2O1 (stereo unspecified)	0	22	nt	-19	nt	14	0	nt	1
COC(=O)CSc1nc2c(c(-c3ccco3)c1C#N)CCCC2	6	-42	12[fluorescence artefact?]	-4	9	-61	-7	1	12
CCn1c(Cc2ccccc2)nnc1SCC(=O)Nc1ccc(N)cc1	-21	-18	2	3	7	9	22	-6	-6

# Screening results as filed in PubChem.

# This is a subset; rates above refer to the full screens.
